KCNK9 inh – inhibitors of human KCNK9 two-pore domain potassium channel; hit rate 1.2% among 310,000; B-score at 10 µM; HEK293 KCNK9, FluxOR thallium flux fluorescence; stronger effect = lower value; Q9NPC2;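 active = ratio B-score over 3 SD below the library mean, with starting fluorescence within 5 SD of its mean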;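 note: negative B-score means less thallium flux so channel inhibition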
Target sequence (Q9NPC2 whole entry, looked up, the tested form may be a part): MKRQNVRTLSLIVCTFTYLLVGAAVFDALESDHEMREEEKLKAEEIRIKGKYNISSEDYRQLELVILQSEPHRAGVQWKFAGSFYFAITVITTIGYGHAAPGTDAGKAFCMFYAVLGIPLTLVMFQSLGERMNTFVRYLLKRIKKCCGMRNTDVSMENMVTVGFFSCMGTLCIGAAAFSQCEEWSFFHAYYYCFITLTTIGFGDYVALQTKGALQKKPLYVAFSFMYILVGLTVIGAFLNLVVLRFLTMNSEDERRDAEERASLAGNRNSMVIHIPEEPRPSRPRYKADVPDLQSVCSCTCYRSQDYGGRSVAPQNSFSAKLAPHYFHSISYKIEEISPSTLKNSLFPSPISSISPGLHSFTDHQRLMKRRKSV
DYRK1A inh – blocks rat Dyrk1A kinase activity; AID 504441; inhibition, % at 12.5 µM; ADP-Glo luminescence, NFATc1 peptide; hit rate 0.43% among 310,000; Q63470; in the data active = inhibition above about 50%;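 note: plate controls were vehicle with enzyme for no effect and no enzyme for full effect; many of its hits are not listed in these tables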
KCNK3 inh – human KCNK3 channel inhibition, primary screen; O14649; CHO-KCNK3 thallium flux, FluxOR fluorescence; stronger effect = lower value; B-score at 10 µM; hit rate 0.84% among 340,000;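 active = B-score under library mean minus 4 SD, starting fluorescence ratio at most library mean plus 5 SD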;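 note: more negative B-score means stronger inhibition of thallium flux through KCNK3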
ANO1 activ – mouse TMEM16A channel activation, primary screen; hit rate 0.3% among 340,000; B-score at 10 µM; Q8BHY3; HEK293 TMEM16A/YFP-H148Q/I152L, iodide quench fluorescence; stronger effect = lower value;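 active = fluorescence-ratio B-score plate-corrected deviation score at least 3 library SD below zero, with starting fluorescence score within 5 deviations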;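 note: channel opened by trigger with iodide after compound preincubation; score built on the fluorescence ratio of max minus min over baseline; more negative score means more quench and so TMEM16A activation or potentiation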
KCNQ1 inh – inhibitors of human KCNQ1 potassium channel; P51787; CHO-K1 KCNQ1, FluxOR thallium flux fluorescence; stronger effect = higher value; B-score at 10 µM; hit rate 1.3% among 310,000; AID 2642;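 active = compounds whose thallium flux B-score, printed positive for inhibition, exceeds three library SD while starting fluorescence stays within three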;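 note: channel opened by potassium depolarization with thallium stimulus after 20 min compound exposure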
ANO1 block – inhibitors of mouse TMEM16A calcium-activated chloride channel | HEK293 TMEM16A/YFP iodide influx fluorescence, ionomycin | normalized B-score (activity score, 25-100; higher = stronger inhibition) at 10 µM | hit rate 1.2% among 310,000;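 active = ratio plate-corrected score three or more library SD toward inhibition, starting fluorescence score within five deviations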;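 note: score derived from kinetic fluorescence span divided by baseline fluorescence per well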
TRPC4 act – TRPC4 (mouse) channel activation | hit rate 0.49% among 310,000 | B-score at 10 µM | HEK293 TRPC4beta/mu-opioid, Fluo4 calcium fluorescence; stronger effect = higher value | AID 2237;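 active = B-score above 5 SD of library B-scores, and initial fluorescence ratio not above library mean plus 5 SD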;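 note: positive B-score marks a calcium rise read as TRPC4 activation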
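Test system: HEK293 cells stably co-expressing mouse TRPC4beta and mu-opioid receptor | Schedule: Fluo4 dye loading 45 min at room temperature, 110 s recording | Measured by: Kinetic Fluo4 calcium fluorescence, 5 s baseline at 1 Hz | Evaluation: B score of integrated ratio | Controls: Buffer (low) and maximal DAMGO (high)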
KCNQ1 pot – potentiators or activators of human KCNQ1 potassium channel; CHO-K1 KCNQ1, thallium flux FluxOR fluorescence; stronger effect = higher value; hit rate 0.35% among 310,000; P51787; B-score at 10 µM; AID 2648;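 active = fluorescence ratio B-score, a plate-corrected score, at least three library SD, with initial intensity B-score within 5 SD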
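Test system: CHO-K1 cells stably expressing KCNQ1 / Medium: assay buffer / Also added: depolarizing K+/Tl+ stimulus, K2SO4 and Tl2SO4 each 12.5 mM in 5x stock / Incubation: 90 min dye loading and 20 min compound exposure, both at room temperature / Signal: thallium influx via FluxOR fluorescence, kinetic imaging / Evaluation: B score of baseline-normalized fluorescence ratio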
HDAC3 inhib – inhibitors of human histone deacetylase 3. inhibition, % at 8.3 µM. recombinant HDAC3, fluorogenic peptide/trypsin coupled, fluorescence. hit rate 0.15% among 320,000. O15379; in the data active = inhibition above about 26%, passing the limit was not always enough; inconclusive = no clear call, values can overlap the other calls
Target sequence (O15379 whole entry, looked up): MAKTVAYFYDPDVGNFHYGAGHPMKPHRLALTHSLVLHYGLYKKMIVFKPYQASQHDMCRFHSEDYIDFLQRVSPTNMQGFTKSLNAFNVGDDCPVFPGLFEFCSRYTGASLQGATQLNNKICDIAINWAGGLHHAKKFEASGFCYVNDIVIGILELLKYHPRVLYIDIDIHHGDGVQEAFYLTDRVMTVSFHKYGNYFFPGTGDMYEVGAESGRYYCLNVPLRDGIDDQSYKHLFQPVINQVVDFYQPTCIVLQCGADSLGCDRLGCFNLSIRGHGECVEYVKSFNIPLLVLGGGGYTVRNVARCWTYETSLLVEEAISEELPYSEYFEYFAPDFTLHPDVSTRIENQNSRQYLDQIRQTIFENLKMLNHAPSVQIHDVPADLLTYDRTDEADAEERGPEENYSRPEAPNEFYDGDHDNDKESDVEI
hERG rescue – compounds protecting human hERG from proarrhythmic drug block | Q12809 | CHO-hERG, FluxOR thallium flux, dofetilide IC70 present | activation (rescue from dofetilide block), less the hit threshold, % at 10 µM | hit rate 0.51% among 310,000 | AID 1511;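 active = activation above the mean of controls blocked by dofetilide plus 5 SD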;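 note: thallium influx through hERG after potassium depolarization seen as dye fluorescence rise; in these data hits start at about 4.7%; inactives centre near -7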
TRPC4 potent – TRPC4 (mouse) allosteric potentiation. HEK293 TRPC4beta/mu-opioid, DAMGO EC20, Fluo-4 Ca2+ flux; stronger effect = higher value. AID 2227. Q9QUQ5. hit rate 0.42% among 310,000. B-score at 10 µM;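 active = B-score of calcium response area above 5 SD of library B-scores, with initial fluorescence ratio within 5 SD of library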;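 note: B-score of integrated fluorescence ratio over time as area under calcium response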
* marks the source's active call; other numbers are inactive results; i = inactive; ? = inconclusive; . = not tested or not shown. Not all compounds are listed, so the mix of outcomes need not match the whole.

Values run as follows: KCNK9 inh	DYRK1A inh	KCNK3 inh	ANO1 activ	KCNQ1 inh	ANO1 block	TRPC4 act	KCNQ1 pot	HDAC3 inhib	hERG rescue	TRPC4 potent
- O=C(Nc1ccccc1C(=O)O)c1cc(S(=O)(=O)N2CCCCCC2)ccc1Cl
    i	-4	i	i	i	i	i	i	7	-6	i
- CC1(C(=O)OCC(=O)Nc2ccccc2Cl)CC1(Cl)Cl (stereo not given)
    i	-2	i	i	i	i	i	i	4	0	i
- Nc1ccccc1Nc1ccc([N+](=O)[O-])cc1[N+](=O)[O-]
    i	4	i	i	i	i	i	i	4	-7	i
- CCCS(=O)(=O)N1CCN=C1SCc1ccc(C)cc1
    i	-4	i	i	i	i	i	i	0	-1	i
- Cc1ccccc1NC(=O)NC1(C(=O)NCc2ccco2)CCCCC1
    i	-4	i	i	i	i	i	i	-1	-5	i
- COCc1cc(C)nc(OCC(=O)N/N=C/c2ccc(OC)c(O)c2)c1C#N
    i	2	i	i	i	i	i	i	4	-4	i
- Cc1cc(C)c2c(=O)c3c(oc2c1)C(=O)N(CCO)C3c1cccc(O)c1 (stereo not given)
    i	27	i	i	i	i	i	i	1	-3	i
- CSc1ccc(NC(=O)Nc2cccn(Cc3ccccc3)c2=O)cc1
    i	-48	i	i	i	100*	i	i	16	-7	i
- CCc1cc(C(=O)OC)c(NC(=O)CC2Sc3ccc(C(F)(F)F)cc3NC2=O)s1 (stereo not given)
    i	.	i	i	i	i	i	i	.	-4	i
- Cc1cc(C(=O)Nc2c(C)n(C)n(-c3ccccc3)c2=O)on1
    i	-4	i	i	i	i	i	i	-2	-7	i
- N#Cc1ccccc1CSc1nc2ccc(NC(=O)c3ccccc3C(=O)O)cc2s1
    i	-1	i	i	i	i	i	i	8	-6	i
- COCCOC(=O)c1[nH]c2c(c1C)C(=O)CC(c1cc(OC)ccc1OC)C2 (stereo not given)
    i	12	i	i	i	i	i	i	2	-11	i
- CN1CCN(C(=O)c2ccc(S(=O)(=O)c3ccc(Br)cc3)cc2)CC1
    i	-3	i	i	i	i	i	i	0	-10	i
- CCc1nc(CN(C)C(=O)C2CCC(=O)N(CCc3cccc(F)c3)C2)no1 (stereo not given)
    i	3	i	i	i	i	i	i	1	-11	i
- CC(OC(=O)c1cccs1)C(=O)NCc1ccco1 (stereo not given)
    i	-5	i	i	i	i	i	i	-13	-11	i
- O=C(NC(=S)NNS(=O)(=O)c1ccccc1)c1ccccc1[N+](=O)[O-]
    i	-6	i	i	i	i	i	i	10	-10	i
- O=[N+]([O-])c1ccccc1COc1ccc(Cl)c2cccnc12
    i	-1	i	i	i	i	i	i	-5	-10	i
- Nc1ccc(C(=O)C(=O)c2ccccc2)cc1
    i	1	i	i	i	i	i	i	9	-6	i
- Cc1cccc(C)c1OCC(O)CNS(=O)(=O)c1ccccc1C(=O)N1CCOCC1 (stereo not given)
    i	.	i	i	i	.	i	i	.	-13	i
- O=C1CCC(=O)N1c1nc2nc(-c3ccccc3)cc(=O)n2[nH]1
    i	13	i	-24*	i	i	i	i	2	-1	i
- Cc1cc(NC(=O)CSc2ccc(-c3ccc(F)cc3)nn2)no1
    i	3	i	i	i	i	i	i	-4	3	i
- Cc1ccc(-c2c(C(=O)N/N=C/c3c[nH]c4ccccc34)nnn2-c2nonc2N)cc1
    i	2	i	i	i	i	i	i	-5	-3	i
- CC1=NN(c2ccccc2)C(=O)/C1=C\c1cc(C)n(C)c1C
    i	-85	i	i	i	i	i	i	2	-6	i
- Cc1ccc(N2CCN(c3ccc(C)cc3)C2c2ccccn2)cc1
    i	2	i	i	i	i	i	i	0	-7	i
- CCN(CC)C(=O)CSC(Nc1ccc(F)cc1)=C(C#N)C#N
    i	9	i	i	i	i	i	i	8	-9	i
- O=C(Nc1nc(COc2ccccc2)cs1)C1CCC1
    i	0	i	i	i	i	i	i	0	-14	i
- COC(=O)CN1C2(C#N)CCCCC2CC2CCCCC21C#N (stereo not given)
    i	6	i	i	i	i	i	i	-11	-14	i
- CC1CCCN(C(=O)c2cn(-c3ccccc3)nc2-c2cccnc2)C1 (stereo not given)
    i	-4	i	i	i	i	i	i	15	-11	i
- COc1ccc(CN2CCNC(=O)C2CC(=O)NC2CCCCC2)c(OC)c1 (stereo not given)
    i	-3	i	i	i	i	i	i	-3	-12	i
- N#Cc1cccc(-c2nnc(SCc3ccccc3C#N)o2)c1
    i	6	i	i	i	i	i	i	1	-10	i
- N#C/C(=C\c1ccc(-c2ccc(C(=O)O)cc2)o1)C(=O)Nc1ccc(F)cc1
    i	26	i	i	i	i	i	i	4	-10	i
- Cc1cc(C)n2nc(CC(=O)NNC(=O)COc3ccccc3)nc2n1
    i	-3	i	i	i	i	i	i	?	-2	i
- CCc1c(C(=O)NC2CCCC2)csc1C
    i	-9	i	i	i	i	i	i	-1	-10	i
- Cc1cc(NC(=O)c2cc([N+](=O)[O-])ccc2Cl)no1
    i	-12	i	i	i	i	i	i	5	-1	i
- COc1ccc2sc(N3C(=O)C4CC=C(C)CC4C3=O)nc2c1 (stereo not given)
    i	34	i	i	i	i	i	i	10	-8	i
- CCC(C)(C)NC(=O)C(c1ccc(OC)cc1)N(C(=O)CCC(=O)Nc1cc(C)on1)c1ccccc1F (stereo not given)
    i	-4	i	i	i	i	i	i	6	-2	i
- CCOC(=O)c1c(/N=C/N(C)C)sc(C)c1C
    i	-2	i	i	i	i	i	i	0	-23	i
- CCOc1cc(C2Nc3ccccc3NC3=C2C(=O)CC(C)(C)C3)ccc1OC(C)=O (stereo not given)
    i	.	i	i	i	i	i	i	7	-11	i
- COc1cccc(C(=O)NCCSc2c(C)[nH]c3ccccc23)c1OC
    i	-3	i	i	i	i	i	i	-5	-7	i
- Cc1cc(C)n(-c2nnc(N3CCN(c4ccc(F)cc4)CC3)nn2)n1
    i	0	i	i	i	i	i	i	-2	-9	i
- Cn1c(=O)c(C(=O)CSc2nnc(Nc3ccccc3)s2)c(N)n(Cc2ccccc2)c1=O
    i	-17	i	i	i	i	i	i	?	-4	i
- COCC(C)NC(=O)C1CC(c2cccc(Br)c2)=NO1 (stereo not given)
    i	16	i	i	i	i	i	i	-2	-14	i
- N#Cc1cn(Cc2ccccc2)c(=O)[nH]c1=O
    i	-1	i	i	i	i	i	i	-2	-10	i
- CCOC(=O)N1CCN(C(=O)CSc2ccc(-c3ccccc3)nn2)CC1
    i	13	i	i	i	i	i	i	-5	4	i
- C=CCOc1ccc(Br)cc1/C=N/O
    i	6	i	i	i	i	i	i	1	-12	i
- COc1ccccc1CCN=C(N)NS(=O)(=O)c1ccc(C)c(C)c1
    i	-1	i	i	i	i	i	i	6	-6	i
- COc1ccc(C(CC(=O)O)NC(C)=O)cc1OC (stereo not given)
    i	3	i	i	i	i	i	i	0	-3	i
- COc1ccc([N+](=O)[O-])c(OC)c1C(=O)NC(=O)Nc1c(F)cc(F)cc1F
    i	-2	i	i	i	i	i	i	-5	-5	i
- CC1=CC(C)(C)N(S(=O)(=O)c2ccc(C)cc2)c2ccccc21
    i	-5	i	i	i	100*	i	i	5	-14	i
- O=C(COC(=O)c1cc(=O)[nH]c2ccccc12)c1ccccc1
    i	.	i	i	i	i	i	i	-5	-12	i
- c1cc(C2OCCN2CC2COC3(CCCC3)O2)ccn1 (stereo not given)
    i	-7	i	i	i	i	i	i	4	-4	i
- COC(=O)CC1=C(C(=O)OC)C(c2ccncc2)C(C#N)=C(N)O1 (stereo not given)
    i	-2	i	i	i	i	i	i	12	-4	i
- O=C(COc1ncnc2ccccc12)Nc1cc(S(=O)(=O)N2CCOCC2)ccc1Cl
    i	-5	i	i	i	i	i	i	-10	-5	i
- Cc1nnc(NC(=O)CSc2cn(Cc3ccccc3)c3ccccc23)s1
    i	7	i	i	i	i	i	i	2	-6	i
- COc1ccc(NC(=O)CSc2nc3sc(C)cc3c(=O)n2C)c(OC)c1
    i	-1	i	i	i	i	i	i	-1	-11	i
- Cc1ccc(CC(NC(=O)c2ccccc2)C(=O)N2CCCC2C(=O)O)cc1 (stereo not given)
    i	-3	i	i	i	i	i	i	0	-10	i
- CCN(C(=O)COC(=O)c1ccccc1SCC(=O)NC1CCCCCCC1)C1CCS(=O)(=O)C1 (stereo not given)
    i	-2	i	i	i	i	i	i	2	-4	i
- COC(=O)Cc1[nH]nc2c1C1(C(=O)N(Cc3ccc(Cl)cc3)c3ccccc31)C(C#N)=C(N)O2 (stereo not given)
    i	4	i	i	i	i	i	i	0	-5	i
- CC(=O)c1cccc(S(=O)(=O)NC2CCCCCC2)c1
    i	4	i	i	i	i	i	i	-4	-5	i
- CCn1c(SCC(=O)NC2CCCC2)nnc1-c1c[nH]c2ccccc12
    i	1	i	i	i	i	i	i	2	-9	i

Later entries
Values run as follows: KCNK9 inh	DYRK1A inh	KCNK3 inh	ANO1 activ	KCNQ1 inh	ANO1 block	TRPC4 act	KCNQ1 pot	HDAC3 inhib	hERG rescue	TRPC4 potent
- CCCCn1c(N)c(N(CC(C)C)C(=O)CSc2nnc(C)n2-c2ccc(OC)cc2)c(=O)[nH]c1=O
    i	0	i	i	i	i	i	i	0	-14	i
- CCOc1ccc(N2C(=O)CC(NCCc3ccncc3)C2=O)cc1 (stereo not given)
    i	.	i	i	i	i	i	i	-4	0	i
- CCC1(C)Cc2c(sc3[nH]c(=S)n(Cc4ccccc4)c(=O)c23)CO1 (stereo not given)
    i	36	i	i	i	i	i	57*	-7	32*	i
- Cc1cc(/C(N)=N/OC(=O)Nc2ccc(Cl)cc2)no1
    i	1	i	i	i	i	i	i	0	-1	i
- Cc1cc(C)c(C#N)c(SCc2nnc(-c3ccccc3)o2)n1
    i	6	i	i	i	i	i	i	1	-5	i
- Cc1ccc(NC(=O)NCCCCc2ccccc2)cc1
    i	-4	i	i	i	i	i	i	-8	2	i
- Cc1nnc(NC(=O)c2ccccc2C(=O)O)s1
    i	6	i	i	i	i	i	i	-8	-12	i

Shown as a hit in ANO1 activ, of those listed so far:
| Compound | KCNK9 inh | DYRK1A inh | KCNK3 inh | ANO1 activ | KCNQ1 inh | TRPC4 act | HDAC3 inhib | TRPC4 potent |
| --- | --- | --- | --- | --- | --- | --- | --- | --- |
| O=C1CCC(=O)N1c1nc2nc(-c3ccccc3)cc(=O)n2[nH]1 | i | 13 | i | -24* | i | i | 2 | i |
